Assay outcomes from PubChem BioAssay.
APOBEC3G inh – APOBEC3G DNA deaminase inhibitors, primary screen, biochemical, fluorescence, single-stranded DNA substrate, uHTS | DNA dC->dU-editing enzyme APOBEC-3G (Homo sapiens), Q9HC16 | recombinant A3G, ssDNA deamination FAM/TAMRA fluorescence | inhibition, % at 20 µM | 330,000 tested, 0.28% active | AID 493012, 2011;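 active = inhibition of at least 40% at 20 µM, with no more than 30% in the related APOBEC3A deaminase screen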;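 note: plate controls were DMSO wells with A3G for no effect and wells lacking A3G enzyme for full effect; some compounds called inactive have numbers as strong as hits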
Target sequence (Q9HC16 whole entry, looked up): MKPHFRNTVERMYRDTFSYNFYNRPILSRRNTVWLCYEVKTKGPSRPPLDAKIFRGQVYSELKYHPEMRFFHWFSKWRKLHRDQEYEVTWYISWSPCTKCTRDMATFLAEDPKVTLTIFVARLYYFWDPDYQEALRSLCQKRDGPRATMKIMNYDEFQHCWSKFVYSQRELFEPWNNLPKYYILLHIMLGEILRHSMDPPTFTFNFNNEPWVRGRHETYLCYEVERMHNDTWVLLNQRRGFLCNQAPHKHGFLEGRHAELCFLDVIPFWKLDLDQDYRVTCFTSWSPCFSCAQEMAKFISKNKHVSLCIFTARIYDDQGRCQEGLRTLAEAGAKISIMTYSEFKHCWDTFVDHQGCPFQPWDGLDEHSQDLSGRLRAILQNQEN
SENP8 block-1 – human SENP8 protease inhibitors, primary screen, biochemical, fluorescence, Nedd8 protein substrate, uHTS. Sentrin-specific protease 8 (Homo sapiens), Q96LD8. recombinant SENP8. inhibition, % at 20 µM. 360,000 tested, 0.64% active. AID 602440, 2012; in the data active = inhibition mostly above about 40%, no sharp cut-off; inactive = mostly below about 27%
Target sequence (Q96LD8 whole entry, looked up): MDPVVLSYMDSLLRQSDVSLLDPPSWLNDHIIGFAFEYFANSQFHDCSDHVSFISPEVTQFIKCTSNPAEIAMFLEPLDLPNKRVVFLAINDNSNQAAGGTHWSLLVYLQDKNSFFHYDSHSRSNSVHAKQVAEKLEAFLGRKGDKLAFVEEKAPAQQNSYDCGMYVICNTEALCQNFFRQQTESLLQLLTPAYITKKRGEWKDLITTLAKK
UBC13 polyUb – UBC13 polyubiquitin chain formation inhibitors, primary screen, biochemical, TR-FRET, uHTS; Ubiquitin-conjugating enzyme E2 N (Homo sapiens), P61088; inhibition, % at 20 µM; 330,000 tested, 0.47% active; AID 485273, 2010; in the data active = inhibition above about 45%, passing the limit was not always enough
Target sequence (P61088 whole entry, looked up): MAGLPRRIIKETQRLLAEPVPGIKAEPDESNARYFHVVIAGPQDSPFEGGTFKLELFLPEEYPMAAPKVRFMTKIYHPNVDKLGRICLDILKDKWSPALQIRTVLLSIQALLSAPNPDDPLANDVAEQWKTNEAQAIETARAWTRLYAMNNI
SENP6 inh – SENP6 protease inhibitors, primary screen, biochemical, luminescence, uHTS. Sentrin-specific protease 6 (Homo sapiens), Q9GZR1. inhibition, % at 10 µM. Recombinant SENP6 catalytic domain, aminoluciferin luminescence. 330,000 tested, 1.8% active;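 active = inhibition above about 50% at the single tested dose, limit read from the data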;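 note: plate controls were DMSO wells with enzyme for no effect and DMSO wells lacking enzyme for full effect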
Apaf-1 inh – inhibitors of human Apaf-1 apoptosome, primary screen, biochemical, DEVD-Rh110 fluorescence, uHTS; Apoptotic protease-activating factor 1 (Homo sapiens), O14727; reconstituted apoptosome caspase-3 activity; inhibition, % at 20 µM; 330,000 tested, 0.71% active; AID 489030, 2010; active = inhibition of at least 40% at 20 µM;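 note: plate controls were DMSO wells for no effect and DEVD-CHO caspase inhibitor wells for full effect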
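Material: reconstituted apoptosome with Apaf-1, cytochrome c, caspase-9, procaspase-3, dATP. Technique: Rh110 fluorescence intensity. Buffer or medium: pH 7.5 Hepes buffer with CHAPS, BSA, DTT. Times: 30 min plus 50 min, RT.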
SENP8 block-2 – SENP8 protease inhibitors, primary screen, biochemical, luminescence; purified SENP8, Z-RLRGG-aminoluciferin cleavage; AID 2540, 2010; Sentrin-specific protease 8 (Homo sapiens), Q96LD8; inhibition, % at 10 µM; 330,000 tested, 1.2% active; in the data active = inhibition above about 50%
SENP1 FRET inh – human SENP1 catalytic domain inhibitors, primary screen, biochemical, FRET, uHTS. Sentrin-specific protease 1 (Homo sapiens), Q9P0U3. inhibition, % at 10 µM. 360,000 tested, 0.21% active. AID 624204, 2012. recombinant SENP1 catalytic domain, CyPet-SUMO1-YPet FRET cleavage;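 active = inhibition at least 30% at 10 µM, raw YFP signal under a set limit, fluorescence ratio 0.5 to 1.5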;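 note: 0% = enzyme with DMSO and 100% = no enzyme wells; some results filed as inactive read as strong as hits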
Target sequence (Q9P0U3 419-644 limits assumed): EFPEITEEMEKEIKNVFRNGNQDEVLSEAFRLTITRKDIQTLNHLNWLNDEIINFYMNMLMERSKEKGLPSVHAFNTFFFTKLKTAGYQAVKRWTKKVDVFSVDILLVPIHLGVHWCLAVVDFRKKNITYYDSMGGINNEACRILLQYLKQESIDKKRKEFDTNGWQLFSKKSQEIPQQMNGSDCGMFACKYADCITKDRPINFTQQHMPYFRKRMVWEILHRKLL
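material = recombinant human SENP1 catalytic domain, His6-tagged | quantity = 20 pM enzyme | reagent = 25 nM SUMO1 FRET substrate | compound dosing = 10 µM single point, 0.5% DMSO | timing = 50 min enzyme reaction, room temperature, light-protected | detection = FRET, CFP and YFP emission | control set = no-enzyme low, enzyme-DMSO high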
SENP7 block – SENP7 protease inhibitors, primary screen, biochemical, luminescence, uHTS | Sentrin-specific protease 7 (Homo sapiens), Q9BQF6 | recombinant SENP7, Z-RLRGG-aminoluciferin luminescence, 40 min | inhibition, % at 5 µM | 330,000 tested, 1.5% active | AID 434973, 2010;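 active = inhibition above about 50% at the single test dose, limit read from the data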;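 note: plate controls were DMSO with enzyme for no effect and no enzyme buffer wells for full effect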
Active calls of the source: *; i = inactive; & = joins results of further samples.

SMILES	APOBEC3G inh	SENP8 block-1	UBC13 polyUb	SENP6 inh	Apaf-1 inh	SENP8 block-2	SENP1 FRET inh	SENP7 block
Cn1cnc2cc(NC(=O)c3ccco3)ccc21	-7	10	5	-21	-14	-15	1	-10
CCNC(=S)N/N=C/c1cn(Cc2ccc(F)cc2)c2ccccc12	-13	-6	15	-22	12	-7	1	2
CC(Sc1nnnn1C)C(=O)NC1CCCc2ccccc21 (stereo unspecified)	-10	6	-7	-12	6	-9	0	-4
Cc1cc(C)n2nc(SCC(=O)c3cccs3)nc2n1	-15	10	4	5	-9	-5	1	0
COc1ccc(C(=O)/C=C/Nc2ccc([N+](=O)[O-])cc2C)cc1OC	-3	-87	-7	-5	-9	-10	-23	-13
N=C1CCCN1c1ccccc1O	-1	13	5	-23	4	-4	3	-1
Cn1nnc(NC(=S)NC(=O)c2cccc3c(Cl)cccc23)n1	5	5	2	1	1	7	3	3
CCc1nnc(NC(=O)CN2CCN(Cc3cccc(OC)c3)CC2)s1	-8	18	8	14	-16	-12	1	-5
CS(=O)(=O)N(Cc1ccc(C(=O)NC2CCCC2)cc1)c1ccccc1	-8	-1	11	-4	-3	-2	0	2
Cc1cc(F)ccc1NCc1ccccc1[N+](=O)[O-]	-4	-2	6	-2	2	-3	0	6
COc1ccc(NC(=O)c2ccccc2NC(=O)CSc2ccc(Cl)cc2)cc1	-1	11	-8	-7	1	7	-4	4
C#CCOCCOCCOCCNc1nc(N2CCN(C(=O)C([C@@H](C)CC)n3cc(C(N)CC(C)C)nn3)CC2)nc(N2CCN(C(=O)[C@H](CCC(=O)O)n3cc(C(N)CC(C)C)nn3)CC2)n1 (stereo partly specified)	-7	19	14	2	8	7	4	-10
CNS(=O)(=O)c1cccc(C(=O)OCC(=O)C23CC4CC(CC(C4)C2)C3)c1	-5	6	1	0	16	-8	-1	-3
O=C(c1ccc(S(=O)(=O)N2CCCC2)cc1)N1CCN(Cc2ccc3c(c2)OCO3)CC1	-6	6	4	-6	1	-1	2	2
O=C(CSc1nnc(NC2CCCCC2)s1)N1CCOCC1	-1	-2	3	2	-5	-3	1	5
CCN(CC)c1ccc(-n2cc3c(=O)n(C)c(=O)n(C)c3c2)cc1	-5	i	17	-55	6	-13	-3	-1
Cn1cccc1CC(=O)N/N=C\c1cccs1	0	25	-4	3	5	3	5	6
CC(=O)Nc1nc(C)c(-c2nc3ccc([N+](=O)[O-])cc3[nH]2)s1	1	-22	7	22	5	-2	-2	-2
CC(NC(=O)/C(=C/c1ccc(OC(F)F)cc1)c1ccccc1)c1ccccc1 (stereo unspecified)	1	7	-13	-10	-13	-2	2	0
COC(=O)c1cn(-c2ccccc2)c(=O)c2ccccc12	-1	-12	-4	-2	-1	1	-1	6
CCc1nnc(NS(=O)(=O)c2ccc(N=Cc3c(C)[nH]n(-c4ccc(C)c(C)c4)c3=O)cc2)s1	-16	25	-34	14	15	-8	3	-5
COc1cccc(CNS(=O)(=O)c2ccc3c(c2)N(C)CCO3)c1	-4	-3	-1	-3	-1	1	1	-2
Cc1ccc(N(C)S(=O)(=O)c2cccc(C(=O)NCC(c3ccco3)N3CCCC3)c2)cc1 (stereo unspecified)	0	9	8	-1	11	-3	-3	0
Fc1ccc(NC(=S)N2CCCC2)cc1Cl	-10	11	-11	-24	8	-8	3	-9
Cc1cc(C(=O)CN2C(=O)c3ccccc3S2(=O)=O)c(C)n1-c1ccccc1	-1	17	-2	0	-2	6	-13	2
SMILES	APOBEC3G inh	SENP8 block-1	UBC13 polyUb	SENP6 inh	Apaf-1 inh	SENP8 block-2	SENP1 FRET inh	SENP7 block
COc1ccc(NC(=O)[C@@H]2CCCN2S(=O)(=O)c2ccc(Cl)cc2)cc1	-6	0	1	-7	2	0	1	11
C=CCSc1nnc(-c2nnc(SCC=C)n2CC)n1CC	-3	10	-6	-17	9	-13	1	-4
CC1(C)Cc2cccc(OCC(=O)OCc3nnc(-c4ccc([N+](=O)[O-])cc4)o3)c2O1	-7	8	4	13	-3	4	0	7
Cc1cccc(-c2nc3c(c(SCC(=O)N4CCOCC4)n2)Cc2c(CO)cnc(C)c2O3)c1	2	-1	17	9	14	-2	-8	3
COC(=O)c1ccc(NC(=O)CN2CCCC2)cc1	-1	12	4	-1	7	1	0	10
COc1ccc(-c2noc(CNS(=O)(=O)c3ccc(NC(C)=O)cc3)n2)cc1OC	-2	22	-5	-2	-2	12	0	1
COc1ccc(NC(=O)Cc2ccsc2)cc1S(=O)(=O)N1CCCCC1	-3	-5	6	0	13	0	-2	6
COc1ccc(C2=NCCn3nc4ccccc4c32)cc1	-2	-34	8	-3	-5	1	-4	-3
Cc1onc(NC(=O)CSCC(=O)O)c1Br	-5	8	1	0	-20	2	2	-13
Cc1ccc(CN2CCN(/N=C/c3ccc(O)c(O)c3)CC2)cc1	-3	27	6	1	-2	-12	3	-8
CN(c1ccc(F)cc1)S(=O)(=O)c1ccc(Cl)c(C(=O)NCC(c2ccco2)N2CCCCC2)c1 (stereo unspecified)	-8	-1	2	8	15	6	0	4
Cc1ccccc1NC(=O)Cc1cccs1	-6	4	0	-27	-4	1	0	2
Brc1ccccc1-n1nnc(-c2ccnc3ccccc23)n1	-1	11	-3	-13	7	-14	0	-6
Cc1ccc(NN=C2C(=O)OC(C)(C)OC2=O)c(C)c1	-3	39	-11	-14	-1	-13	2	-3
CN(Cc1ccccn1)C(=O)C1CCC(=O)N(CCc2ccc(Cl)cc2)C1 (stereo unspecified)	-5	12	2	0	-1	2	1	-3
O=C(CSc1nc(-c2ccco2)cc(C(F)(F)F)n1)Nc1ccccc1C(F)(F)F	-4	-50	3	-1	-10	7	-1	2
CCOC(=O)CNC(=O)c1ccc(Br)s1	-3	10	4	-9	-19	-4	1	1
O=C(CSc1ccc(-c2ccccn2)nn1)c1ccc(F)cc1	-4	5	13	-2	-7	-2	-74	4
S=C(NCCCN1CCOCC1)Nc1cccc(-c2nnc3n2CCCCC3)c1	2	8	-2	-10	-1	2	0	14
O=C(c1ccc(C(F)(F)F)cc1)N1CCN(c2ccc(N3CCOCC3)nn2)CC1	-6	i	13	-24	6	-5	-15	10
CC(C(=O)O)n1ncc2ccccc2c1=O (stereo unspecified)	-5	19	19	4	-3	-2	4	-8
Cc1cc(C)n(-c2nnc3c4ccccc4n(C)c3n2)n1	-10	9	-13	-1	3	16	1	0
CCCCN(C)Cc1c(C)[nH]c2ccccc2c1=O	-5	0	-12	-16	-2	-4	0	-9
COC(=O)c1c(C)nc2ccccc2c1C(=O)O	9	30	-6	-9	7	1	3	6
N#Cc1cc(Oc2cccnc2)c(Oc2cccnc2)cc1C#N	-2	13	-8	-6	1	-11	-4	-13

An excerpt of these results, comma-delimited:
mol,APOBEC3G inh,SENP8 block-1,UBC13 polyUb,SENP6 inh,Apaf-1 inh,SENP8 block-2,SENP1 FRET inh,SENP7 block
Cc1ccccc1NC(=O)Cc1cccs1,-6,4,0,-27,-4,1,0,2
Brc1ccccc1-n1nnc(-c2ccnc3ccccc23)n1,-1,11,-3,-13,7,-14,0,-6
Cc1ccc(NN=C2C(=O)OC(C)(C)OC2=O)c(C)c1,-3,39,-11,-14,-1,-13,2,-3
CN(Cc1ccccn1)C(=O)C1CCC(=O)N(CCc2ccc(Cl)cc2)C1 (stereo unspecified),-5,12,2,0,-1,2,1,-3

Next part:
SMILES	APOBEC3G inh	SENP8 block-1	UBC13 polyUb	SENP6 inh	Apaf-1 inh	SENP8 block-2	SENP1 FRET inh	SENP7 block
CCOC(=O)N1CCN(C(=O)C(NC(=O)C2CCC(C)CC2)C(C)C)CC1 (stereo unspecified)	-4	0	1	-7	1	-3	-1	-8
OCCn1nc(-c2ccccc2)cc1-c1ccccc1	-9	6	1	11	-7	-1	0	-6
N#Cc1cnn(-c2ccccc2)c1N	-4	6	-4	-13	-26	-2	1	-1
COc1ccc(OC)c(S(=O)(=O)NCC(c2ccc3c(c2)OCO3)N2CCOCC2)c1 (stereo unspecified)	-9	6	-7	-11	3	-13	1	9
CC1=Nn2c(nnc2-c2ccccn2)SC1	-5	13	-1	-2	-14	0	-1	14
O=C(COC(=O)c1c(Cl)cccc1Cl)NCC1CCCO1 (stereo unspecified)	-8	-1	-4	3	-2	-10	1	-3
Cc1ccccc1NC(=O)N1CCN(C/C=C/c2ccccc2)CC1	-6	10	15	0	-18	-1	2	1
CN1c2ccc(C=O)c3c(C=O)ccc(c23)N(C)C1(C)C	-7	-267	-64	43	32	18	-25	9
CCOc1cccc(/C(O)=C2/C(=O)C(=O)N(Cc3ccco3)C2c2ccncc2)c1 (stereo unspecified)	-2	20	-17	-12	3	-9	1	-1
CC1=C(C(=O)Nc2ccc(Cl)cc2)C(c2ccco2)NC(=O)N1 (stereo unspecified)	-5	-1	5	0	-11	6	-6	7
CCN(C(=O)c1ccncc1)c1c(N)n(Cc2ccccc2)c(=O)[nH]c1=O	-8	-10	5	-14	1	-6	-1	-7
O=c1oc(-c2cccs2)nc2ccccc12	-3	-52	5	-16	19	-5	2	1
CCOC(=O)c1[nH]c(C)c(CCC(=O)O)c1C	-3&-2	22&2	1&-2	-6&5	-8&-9	3&4	1&2	3&2
O=C(Nc1cccc(F)c1)C1CCCN(S(=O)(=O)c2ccc(-n3cnnn3)cc2)C1 (stereo unspecified)	-5	9	12	-16	5	1	0	0
CCOP(=O)(OCC)C(NC(=O)Nc1ccccc1)c1ccccc1 (stereo unspecified)	-5	12	10	-12	-4	-1	2	-4
Cc1ccc(CC(=O)Nc2ccc(Cl)cn2)cc1	-11	18	1	-20	-16	3	1	0
CC(C)c1ccc(C(=O)NCc2ccc(Cl)cc2)cc1	-1	12	12	12	5	-4	3	-3
O=C(NCCN=C1NS(=O)(=O)c2ccccc21)c1ccc2nccnc2c1	1	-6	-2	-8	-11	-8	2	0
COC(=O)c1ccc(C)c(NC(=O)CCSc2ccccc2)c1	3	11	4	14	1	10	0	5
Cc1cc(N2CCC(C)CC2)n2nc(C)c(-c3ccccc3)c2n1	1	-330	28	1	21	1	0	0
CC(/C=C1\SC(=S)N(CC(=O)N2CCN(c3ccccc3)CC2)C1=O)=C\c1ccccc1	0	11	-16	-5	18	-2	-4	8
CCOc1ccccc1-c1nc(-c2ccc(NC(=O)Cc3ccccc3OC)cc2)no1	-3	8	7	-3	4	-12	1	1
COc1ccccc1-c1nc2ccc(Cl)cc2c(=O)n1O	-5	-17	0	4	0	-4	1	-3
CN=C1SC(C(=O)O)CC(=O)N1C (stereo unspecified)	-2	32	-1	-10	1	-1	2	-2
CCOC(=O)COc1ccc(S(=O)(=O)N2CCN(c3ccc(F)cc3)CC2)cc1	-1	11	-4	-13	-1	-2	0	5
CCCCCCCC(=O)N/N=C/c1ccc(Br)cc1	-4	13	1	-10	3	5	2	-5
C#CCOC(=O)/C(=C/c1ccc(F)cc1)NC(C)=O	-8	29	3	-12	-8	-7	1	-2
O=C(O)c1cc2c(N3CCC(Cc4ccccc4)CC3)ncnc2s1	-9	-190	-1	-15	15	-7	2	-11

Rows are unselected (roughly 3.6% active in at least one column).
